# Assay outcomes deposited in PubChem BioAssay by Broad Institute.
# C2C12 statin = suppression of simvastatin myotoxicity | hit rate 0.78% among 330,000 | rescue of ATP level, % at 7.49 µM | C2C12 myotubes + simvastatin, ATP luminescence, 48 h; scaled: DMSO 0, geranylgeraniol control 100 | AID 602340;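 active = mean ATP rescue above about 67%, or every replicate alone reaching that limit, limit read from the data, passing the limit was not always enough; inconclusive = no clear call, values can overlap the other calls; inactive = mean under the limit and some replicate under it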;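 note: myotubes were challenged with 10 µM simvastatin during compound exposure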
# S100A4 inh HTS = inhibitors of human S100A4 binding to myosin IIA peptide | S100A4/TAMRA-MyoIIA peptide fluorescence polarization | P26447 | inhibition, % at 10.7 µM | hit rate 0.14% among 360,000;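 active = mean inhibition of at least 70% across replicates, with every replicate also reaching that level; inconclusive = mean inhibition reaches 70% but some replicates fall short; inactive = mean inhibition below 70%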
# Target sequence (P26447 whole entry, looked up): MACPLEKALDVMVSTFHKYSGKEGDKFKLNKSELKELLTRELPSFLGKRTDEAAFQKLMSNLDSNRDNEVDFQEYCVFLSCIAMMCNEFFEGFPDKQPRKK
#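 Material: human S100A4 monomer with TAMRA-labelled myosin IIA peptide; buffer or medium: HEPES pH 7.2 with CaCl2, KCl, NaCl, DTT, Triton; compound dosing: one concentration per compound; schedule: 5 min incubation before reading; benchmarks: neutral control DMSO, positive control TFP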
# FN deposit inh = fibronectin deposition inhibition; AH1F fibroblasts, Alexa488-fibronectin deposition fluorescence, overnight; inhibition, % at 12.6 µM; hit rate 0.086% among 350,000; AID 743247;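 active = mean inhibition across replicates of 30% or more, regardless of how many single replicates reach that level; inconclusive = mean under 30% yet at least half of replicates reach 30%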;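 note: positive control wells lacked labelled fibronectin entirely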
#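 Assay system: AH1F fibroblasts assembling fluorescent fibronectin matrix; Amount: 10000 AH1F cells per well; Buffer or medium: DMEM, 2% serum; Probe or stimulus: Alexa488-fibronectin, 24 nM final in well; Doses: single compound dose, delivered by pin transfer; Incubation: 1 h adhesion, overnight exposure; Measured by: fluorescence 485/525 nm; Read-out: fibronectin deposition inhibition.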
# esBAF inh = blocks esBAF chromatin remodeling in mouse ES cells; hit rate 2% among 350,000; reporter increase, % at 12.5 µM; Bmi1-luciferase knock-in reporter, 24 h; 100% = twice the neutral-well signal; in the data active = activation above about 40%; inconclusive = no clear call, values can overlap the other calls;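 note: 0% = median of the plate's neutral control wells and 100% = double that signal; a rise in the Bmi1 reporter signal indicates esBAF inhibition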
# LGR2 inh = blocks bursicon-induced cAMP signaling via Drosophila LGR2. HEK293 LGR2, CRE-luciferase, bursicon-stimulated, 4 h. inhibition, % at 9.99 µM. AID 720647. hit rate 0.35% among 380,000;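 active = drop in luminescence signal, shown as inhibition above about 50% in the replicate tests, limit read from the data, passing the limit was not always enough; inconclusive = probably only some replicates passing the limit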;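 note: agonist challenge used bursicon conditioned medium at about half maximal strength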
# CASP6 VEID inh = blocks human caspase-6 cleavage activity; purified caspase-6, Z-VEID-R110 cleavage fluorescence; P55212; AID 686996; inhibition, % at 12.5 µM; hit rate 0.53% among 350,000;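 active = mean inhibition across replicates at least about 35%, with every replicate also reaching that limit, limit read from the data; inconclusive = only one of the two criteria met; inactive = neither criterion met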;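 note: 0% = median of neutral control wells and 100% = no fluorescence left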
# Target sequence (P55212 24-179 limits assumed): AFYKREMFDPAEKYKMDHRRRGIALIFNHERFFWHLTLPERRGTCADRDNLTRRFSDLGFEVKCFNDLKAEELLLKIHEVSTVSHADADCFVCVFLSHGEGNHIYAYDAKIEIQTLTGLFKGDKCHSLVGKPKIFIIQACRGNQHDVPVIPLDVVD
# Target sequence (P55212 194-293 limits assumed): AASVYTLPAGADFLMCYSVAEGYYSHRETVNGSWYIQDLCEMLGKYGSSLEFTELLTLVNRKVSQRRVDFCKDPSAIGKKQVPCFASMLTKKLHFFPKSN
# SIRT5 block = sirtuin-5 (human) deacylase inhibition; Q9NXA8; Purified SirT5, succinyl-peptide AMC, trypsin-coupled fluorescence; inhibition, % at 15 µM; hit rate 1.1% among 330,000; AID 652115; in the data active = inhibition above about 15%; inconclusive = no clear call, values can overlap the other calls
# Target sequence (Q9NXA8 whole entry, looked up): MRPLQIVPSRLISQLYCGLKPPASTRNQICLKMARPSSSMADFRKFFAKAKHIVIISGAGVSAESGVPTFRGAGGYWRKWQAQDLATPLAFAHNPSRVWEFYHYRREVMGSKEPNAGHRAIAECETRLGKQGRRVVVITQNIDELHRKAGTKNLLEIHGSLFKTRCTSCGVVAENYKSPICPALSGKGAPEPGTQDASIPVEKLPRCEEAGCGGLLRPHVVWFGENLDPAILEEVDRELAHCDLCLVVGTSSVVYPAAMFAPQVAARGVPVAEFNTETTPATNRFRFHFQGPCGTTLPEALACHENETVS
# * hit, by the source's call; ? = inconclusive; . = no result given. These rows are one share of the data, so the mix of outcomes need not match the whole.
SMILES,C2C12 statin,S100A4 inh HTS,FN deposit inh,esBAF inh,LGR2 inh,CASP6 VEID inh,SIRT5 block
O=C(NC1CCC(O)CC1)c1ccc(Br)o1 (configuration not stated),-4,-2,-1,3,8,9,6
CC1(c2nnc(Cc3ccccc3)o2)CC(c2ccccc2Br)=NO1 (configuration not stated),15,-1,0,-3,1,-1,-4
CN(Cc1nc2ccccc2c(=O)[nH]1)C(=O)c1ccccc1OCc1ccc(Cl)cc1,-11,0,-2,17,-8,2,3
Nc1nc(NCc2ccccc2Cl)n(-c2ccccc2)n1,-2,0,1,0,2,-1,-4
COc1ccc(CNc2nc3c(c(=O)[nH]c(=O)n3C)n2Cc2ccccc2)cc1,3,1,-4,0,0,1,-3
COCCNC(=S)Nc1ccc2nc(N3CCOCC3)cc(C)c2c1,-11,2,-3,3,6,3,-5
CN(C)CC(=O)Nc1ccc2c(c1)[C@H]1C[C@H](CC(=O)NC3CCCCC3)O[C@@H](CO)[C@H]1O2,-2,-7,.,1,9,-3,4
O=C(C[C@H]1C[C@H]2c3cc(NC(=O)c4cccnc4)ccc3O[C@H]2[C@@H](CO)O1)NCC1CC1,-5,1,-13,-7,14,-4,1
CC(C)c1cn(CC[C@H]2CC[C@H](NS(=O)(=O)c3ccc(F)cc3)[C@@H](CO)O2)nn1,1,1,-5,1,3,0,20*
Cn1nc(C(C)(C)C)cc1N1C(=O)CCC1(C)C(=O)Nc1ccc2c(c1)OCCO2 (configuration not stated),13,-8,6,11,-4,-2,-2
C[C@@H]1CCCCO[C@@H](CN(C)S(=O)(=O)c2cn(C)cn2)[C@@H](C)CN([C@@H](C)CO)C(=O)c2cc(NS(=O)(=O)c3ccccc3)ccc2O1,.,-2,-4,-1,-8,-3,-3
Cc1ccc(C(C)(C)NC(=O)C2CCC(=O)N(CC3CCCCC3)C2)cc1 (configuration not stated),9,-6,10,1,10,1,12
COc1ccc(NC(=O)Nc2c[nH]c(=O)[nH]c2=O)cc1,16,-2,-3,2,-5,-2,-1
COc1ccc(OCc2cc(C(=O)NCc3nc(C)cs3)no2)c(Cl)c1,8,-2,-7,?,-17,3,-2
O=C(CSc1nc2ccccc2n1CCc1ccccc1)NC1CC1,.,-5,-5,.,11,4,-3
Cc1cc(C)c(OCCCON2C(=O)CCC2=O)c(Br)c1,.,-2,.,.,19,-3,0
FC(F)(F)c1ccccc1Cc1c(-c2cccc(Br)c2)nc2ccc(Cl)cn12,27,7,1,9,8,1,-2
Cc1cccc(S(=O)(=O)N2C[C@@H]3[C@H](c4ccccc42)[C@@H](CO)N3CC2CCOCC2)c1,3,9,.,-2,-13,2,2
OC[C@@H]1[C@@H](c2ccc(C#CC3(O)CCCC3)cc2)[C@@H]2CN(Cc3cncnc3)CCCCN12,-1,-21,-2,-1,-2,-6,0
CO[C@H]1CN(C)C(=O)c2cc(NC(=O)C3CCCC3)ccc2OC[C@@H](C)N(CCC(F)(F)F)C[C@H]1C,0,-21,-2,-3,6,5,-2
Cc1ccccc1NC1=C(Cl)C(=O)OC1OC(C)C (configuration not stated),2,.,1,4,.,.,.
C[C@H](CO)N1C[C@H](C)[C@@H](CN(C)C)Oc2ccc(NS(=O)(=O)c3ccccc3)cc2CC1=O,3,0,.,-5,7,1,0
COc1cccc(C(=O)Nc2cc3c(cc2Br)OCCCO3)c1,-5,-14,1,82*,-39,1,-2
COc1ccccc1N/N=C1\COC(C)(C)CC1=O,3,1,-12,39,-10,-1,0
COc1ccc(C2=NOC(C(=O)NCc3ccco3)C2)cc1OC (configuration not stated),-86,.,-10,4,-26,.,.

# Other entries follow:
SMILES,C2C12 statin,S100A4 inh HTS,FN deposit inh,esBAF inh,LGR2 inh,CASP6 VEID inh,SIRT5 block
C[C@@H]1CN([C@H](C)CO)S(=O)(=O)c2ccc(Br)cc2O[C@@H]1CN(C)S(=O)(=O)c1ccccc1,15,-3,-9,5,-3,-1,1
CCCc1cc(C(=O)Nc2ccc(C(=O)c3ccccc3)cc2)n(C)n1,5,2,.,-7,13,7,2
Brc1ccc(-c2ccc(CNCc3ccccn3)o2)cc1,-2,-11,3,29,-15,-3,-2
C[C@@H]1CN([C@@H](C)CO)C(=O)c2cc(C#Cc3ccncc3)cnc2O[C@@H]1CN(C)C(=O)c1ccccc1F,3,-3,2,-1,0,-2,-7
O=C(N[C@H]1CC[C@@H](CC(=O)N2CCc3ccccc3C2)O[C@H]1CO)C1CCOCC1,8,9,-21,-2,-4,-2,4
O=C(COc1cccc2ccccc12)NNC(=O)CSCCO,.,-1,3,.,-7,0,-1
C/C=C/c1ccc([C@H]2[C@@H](CO)N(CC3CCCCC3)[C@@H]2CNC(C)C)cc1,.,-6,1,.,6,-4,19*
C[C@@H]1CN([C@H](C)CO)C(=O)c2cccc(NC(=O)C3CCOCC3)c2O[C@@H]1CN(C)S(=O)(=O)c1cccs1,-2,5,-2,1,-4,-2,-2
Cc1ccc(C(=O)COC(=O)CNC(=O)c2ccc(N3C(=O)c4ccccc4C3=O)cc2)cc1C,.,2,4,.,-3,6,.
Cc1cc(C)c2c(n1)SCC(=O)N2CC(=O)Nc1c(C)cccc1C,7,1,1,6,-7,-1,.
CS(=O)(=O)c1ccc2nc(NC(=O)CN3CCC(Cc4ccccc4)CC3)sc2c1,4,2,-13,-8,8,.,3
CCc1cc(-c2[nH]ncc2-c2ccc(OC)cc2)c(O)cc1O,-6,-1,1,1,36,4,1
CC(C)C#Cc1ccc2c(c1)O[C@@H](CN(C)C(=O)c1ccccc1)[C@H](C)CN([C@H](C)CO)S2(=O)=O,-57,11,.,-1,25,2,9
CC=Cc1ccc2n(c1=O)C[C@@H]1[C@@H](CO)[C@H](C(=O)N[C@@H](C)c3ccccc3)[C@H]2N1CC1CC1 (mixture of isomers),2,-6,.,3,-6,-2,-2
O=C(NCc1ccc(Cl)cc1)c1cccc(NC2=NC3CS(=O)(=O)CC3S2)c1 (configuration not stated),-3,1,-1,-7,-16,2,-1
O=C1CCC(C(=O)Nc2cccc(S(=O)(=O)N3CCOCC3)c2)N1 (configuration not stated),7,10,-4,-6,-22,6,-3
CC(C)OP(=O)(c1ccc(N(C)C)cc1)C(O)c1c(Cl)cccc1Cl (configuration not stated),-20,.,-6,0,.,.,.
C[C@H]1CCCCO[C@H](CN(C)C(=O)CCC(F)(F)F)[C@@H](C)CN([C@@H](C)CO)C(=O)c2cc(NC(=O)c3ccccc3)ccc2O1,.,0,1,3,17,0,6
O=C(CN(CC1CCCO1)C(=O)CCC(=O)Nc1nccs1)NCc1ccccc1 (configuration not stated),3,.,9,-5,.,.,.
CC(=O)Nc1ccc(C)cc1,8,0,.,2,12,-2,.
CC(=O)CSc1nnc(-c2ccncc2)n1C,-3,.,-4,-1,.,.,.
CCn1c(=O)n(CC)c2cc(N3CCCC3)c(NC(=O)c3ccccc3Br)cc21,-33,-5,9,-1,-3,-1,-4
O=C(C[C@@H]1C[C@@H]2c3cc(NS(=O)(=O)c4ccccc4)ccc3O[C@@H]2[C@@H](CO)O1)NC1CCCCC1,-10,-5,10,-8,-2,-3,0
Cc1occc1C(=O)O/N=C(\N)c1ccccc1,.,-9,-2,.,.,-2,-1
CCCCC(=O)Nc1cc(C)c(NC(=O)c2ccco2)cn1,-3,-6,-5,0,5,0,0

# 13 compounds from above, ordered by count of non-hydrogen atoms, largest number first.
SMILES,C2C12 statin,S100A4 inh HTS,FN deposit inh,esBAF inh,LGR2 inh,CASP6 VEID inh,SIRT5 block
C[C@H]1CCCCO[C@H](CN(C)C(=O)CCC(F)(F)F)[C@@H](C)CN([C@@H](C)CO)C(=O)c2cc(NC(=O)c3ccccc3)ccc2O1,.,0,1,3,17,0,6
C[C@@H]1CN([C@@H](C)CO)C(=O)c2cc(C#Cc3ccncc3)cnc2O[C@@H]1CN(C)C(=O)c1ccccc1F,3,-3,2,-1,0,-2,-7
O=C(C[C@@H]1C[C@@H]2c3cc(NS(=O)(=O)c4ccccc4)ccc3O[C@@H]2[C@@H](CO)O1)NC1CCCCC1,-10,-5,10,-8,-2,-3,0
CC=Cc1ccc2n(c1=O)C[C@@H]1[C@@H](CO)[C@H](C(=O)N[C@@H](C)c3ccccc3)[C@H]2N1CC1CC1 (mixture of isomers),2,-6,.,3,-6,-2,-2
C[C@@H]1CN([C@H](C)CO)S(=O)(=O)c2ccc(Br)cc2O[C@@H]1CN(C)S(=O)(=O)c1ccccc1,15,-3,-9,5,-3,-1,1
CS(=O)(=O)c1ccc2nc(NC(=O)CN3CCC(Cc4ccccc4)CC3)sc2c1,4,2,-13,-8,8,.,3
CCn1c(=O)n(CC)c2cc(N3CCCC3)c(NC(=O)c3ccccc3Br)cc21,-33,-5,9,-1,-3,-1,-4
Cc1cc(C)c2c(n1)SCC(=O)N2CC(=O)Nc1c(C)cccc1C,7,1,1,6,-7,-1,.
O=C1CCC(C(=O)Nc2cccc(S(=O)(=O)N3CCOCC3)c2)N1 (configuration not stated),7,10,-4,-6,-22,6,-3
CCc1cc(-c2[nH]ncc2-c2ccc(OC)cc2)c(O)cc1O,-6,-1,1,1,36,4,1
CCCCC(=O)Nc1cc(C)c(NC(=O)c2ccco2)cn1,-3,-6,-5,0,5,0,0
Brc1ccc(-c2ccc(CNCc3ccccn3)o2)cc1,-2,-11,3,29,-15,-3,-2
Cc1occc1C(=O)O/N=C(\N)c1ccccc1,.,-9,-2,.,.,-2,-1

# Next structures follow.
SMILES,C2C12 statin,S100A4 inh HTS,FN deposit inh,esBAF inh,LGR2 inh,CASP6 VEID inh,SIRT5 block
COc1cccc(CNc2nc3cc(-c4cccc(C(=O)NCCO)c4)sc3c(=O)n2C)c1,-8,-2,1,-7,-29,2,-3
O=C(Cc1cccs1)NCCc1ccc(Cl)cc1,.,-5,2,.,-17,1,3
O=C(NC(=S)Nc1ccc(C(F)(F)F)cc1)c1csnn1,.,-4,-4,.,25,.,0
COc1ccc(CNC(=O)C[C@@H]2C[C@@H]3c4cc(NC(=O)NC5CCCC5)ccc4O[C@@H]3[C@H](CO)O2)cc1,4,4,.,0,12,2,0
CCCC#Cc1ccc2c(c1)COc1c3ccccc3nn1-2,4,2,-3,1,7,-3,.
Cc1ccc(N2C(=O)N3[C@H](c4cccc(C)c4)[C@@H]4C(=O)N(Cc5ccccc5)C(=O)[C@@H]4[C@]3(C)C2=O)cc1,0,-4,3,-8,-11,-1,-1
Cn1c(=O)c2c(nc(SCC(=O)O)n2Cc2cc3c(cc2Cl)OCO3)n(C)c1=O,-9,.,-11,7,.,.,.
CCOc1ccccc1C=C1SC(=S)N(CC)C1=O,2,2,-4,-4,-39,-2,.
CC(=O)Nc1sc(C)c(C)c1C(=O)OCC(=O)N(CC(C)C)C1CCS(=O)(=O)C1 (configuration not stated),-4,.,-16,0,5,.,.
CN1CCN(C(=O)C[C@H]2CC[C@@H]3[C@H](COC[C@H](O)CN3Cc3cccc(-c4ccncc4)c3)O2)CC1,41,-4,-2,14,-7,0,-1
COCC1CCCN(C(=O)c2ccc(OC3CCN(Cc4ccccn4)CC3)cc2)C1 (configuration not stated),.,-3,0,.,7,-5,2
Cc1ccccc1-c1ccc([C@@H]2[C@@H](CO)N3CCCCN(C(=O)NC4CCCC4)C[C@H]23)cc1,-21,4,.,-3,-7,0,0
Cc1noc(C)c1S(=O)(=O)Nc1ccc2c(c1)C(=O)N([C@H](C)CO)C[C@@H](C)[C@H](CN(C)S(=O)(=O)c1ccc(F)cc1)OCCCC[C@@H](C)O2,.,-21,.,1,3,3,1
COc1ccccc1NS(=O)(=O)c1ccc(C(=O)NCCCN2CCCC2=O)cc1,10,-5,2,9,14,0,-6
